Source: PubChem
RXFP1 ag = RXFP1 (human) receptor agonism; Q9HBX9; HEK293T-RXFP1 cAMP TR-FRET, 30 min; response scale: percent of porcine relaxin response, buffer zero; Potency, µM (highest dose often 57.5 µM), without a hit: at the top dose activation, most hits filed as activators; 370,000 compounds, 0.3% hits; further: potency means the concentration at half of the fitted maximal effect; on the % scale 0 is the no-effect control and ±100 the full control effect; nearly all actives have a fitted effect of over 60% in size; many of its hits are not listed in these tables
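Agonist response is measured as cAMP accumulation in an RXFP1-transfected HEK293T line under PDE4 inhibition. Values are scaled between buffer-only and 29 nM porcine relaxin, and EC50s come from standard Hill equation fits.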
Vif-APOBEC3G blk = blocks the Vif interaction with human APOBEC3G | HeLa A3G-eYFP + Vif (tagged APOBEC3G with the HIV-1 protein that degrades it), YFP fluorescence, overnight | Potency, µM (titrated, usually from 46.1 µM), inactives show at the highest dose activity, negative = active, usual class: inhibitors | 410,000 compounds, 0.076% hits | AID 602310;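 further: potency means the concentration at half of the fitted maximal effect; on the % scale 0 is the no-effect control and ±100 the full control effect; nearly all actives have a fitted effect of over 60% in size; hits raise eYFP signal because A3G escapes Vif-driven loss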
Target sequence (Q9HC16 whole entry, looked up): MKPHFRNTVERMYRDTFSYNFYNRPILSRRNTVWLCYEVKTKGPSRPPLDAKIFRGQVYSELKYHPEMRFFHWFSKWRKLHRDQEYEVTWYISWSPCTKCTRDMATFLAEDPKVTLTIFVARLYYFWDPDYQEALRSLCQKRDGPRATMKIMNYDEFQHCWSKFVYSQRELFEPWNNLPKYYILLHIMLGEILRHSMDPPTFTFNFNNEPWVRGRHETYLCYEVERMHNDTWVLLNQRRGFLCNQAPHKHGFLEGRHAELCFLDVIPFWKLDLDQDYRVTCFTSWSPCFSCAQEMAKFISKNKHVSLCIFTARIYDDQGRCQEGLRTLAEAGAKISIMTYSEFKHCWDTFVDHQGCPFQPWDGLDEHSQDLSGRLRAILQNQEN
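HeLa cells stably expressing Vif and C-terminally eYFP-tagged A3G, seeded overnight at 37 deg C, then exposed to compound by pintool overnight at 37 deg C. Rise in yellow fluorescence (Ex 488/Em 500-530, Acumen) marks blocked Vif-driven A3G degradation.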
D1 antagonist = antagonists of human D1 dopamine receptor | 360,000 compounds, 3.2% hits | AID 504652 | activity change, negative = inhibition, % at 10 µM | HEK293 TREx D1 cells, calcium flux, dopamine EC80; stronger effect = lower value; in the data active means activity change below about -30%; further: on the % scale 0 is the no-effect control and ±100 the full control effect
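Antagonism measured as reduced calcium response to an EC80 dopamine addition following 180 s compound pre-read; cells were inducible HEK293 Trex D1 plated overnight at 30 C, read kinetically at 1 cycle/sec.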
LDHA inh = inhibitors of human lactate dehydrogenase A; P00338; purified LDHA, NADH/diaphorase-resazurin fluorescence; stronger effect = lower value; activity change, % (values are at about 110 or 230 µM); 480,000 compounds, 0.15% hits; AID 1347041; in the data active means activity change below about -30%; inconclusive means mostly about -25% to -30%;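 further: plate controls were DMSO wells for no effect and wells without enzyme for full effect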
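Remaining NADH was detected by diaphorase (0.133 mg/mL) converting 37 µM resazurin to fluorescent resorufin, read at 0 and 20 minutes. The preceding 5-minute room-temperature reaction used 2 nM LDHA, 0.2 mM sodium pyruvate and 0.06 mM NADH at pH 7.4.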
GRP78 ERSR act = inducers of ER stress response in human glioma cells. 420,000 compounds, 0.02% hits. U87-MG GRP78 promoter luciferase reporter, 16 h. Potency, µM, inactives show at the highest dose activation, usual class: activators; further: potency means the concentration at half of the fitted maximal effect; series mostly up to about 76 µM; % of control where 0% means no effect; nearly all actives have a fitted effect of over 35% in size
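ERSR induction read as luciferase luminescence (Bright-Glo, 10 min at room temperature) in stably transfected human U87-MG glioma cells exposed to compounds for 16 h, using GRP78 as sensor.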
D1 potentiator = enhances dopamine response at the human D1 receptor. AID 504651. 360,000 compounds, 0.036% hits. potentiation, % at 10 µM. HEK293 TREx D1 cells, calcium flux, dopamine EC20 potentiation. P21728; in the data active means potentiation above about 30%; further: 0% is about no effect
D1 agonist = human D1 receptor agonism; P21728; activation, % at 2 µM; HEK293 T-REx D1 cells, calcium flux, agonist mode; 360,000 compounds, 1% hits; in the data active means activation above about 30%; further: 0% is about no effect
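Tetracycline-induced HEK293 TREx D1 cells, force-coupled to calcium signalling, were dye-loaded with a no-wash calcium kit. Compound was pin-added after a 10 s baseline. Fluorescence was read kinetically at 1 cycle/s for 180 s, with calcium rises flagged as agonism.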
D2 PAM = D2 dopamine receptor (human) potentiation; potentiation, % at 10 µM; AID 485347; 340,000 compounds, 0.34% hits; HEK293 T-REx D2, calcium flux, EC20 dopamine potentiation;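 active means potentiation over 3 SD above the plate norm, cut at about 30% in these data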; further: 0% is about no effect
Target sequence (P14416 whole entry, looked up): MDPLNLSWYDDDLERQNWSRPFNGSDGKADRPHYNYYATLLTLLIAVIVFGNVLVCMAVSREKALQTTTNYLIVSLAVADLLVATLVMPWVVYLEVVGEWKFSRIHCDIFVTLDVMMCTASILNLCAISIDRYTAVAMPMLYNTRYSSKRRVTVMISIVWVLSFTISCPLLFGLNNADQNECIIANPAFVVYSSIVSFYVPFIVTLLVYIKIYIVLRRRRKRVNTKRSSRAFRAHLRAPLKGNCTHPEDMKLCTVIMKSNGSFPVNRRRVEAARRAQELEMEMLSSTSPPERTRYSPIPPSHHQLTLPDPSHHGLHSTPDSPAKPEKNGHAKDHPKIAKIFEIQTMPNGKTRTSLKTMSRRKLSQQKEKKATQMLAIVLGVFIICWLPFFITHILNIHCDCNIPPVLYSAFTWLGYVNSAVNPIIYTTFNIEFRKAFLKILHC
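Tetracycline-induced HEK293 T-REx cells force-coupled to calcium signalling expressed D2; compounds were pin-added after a 10 s baseline, read kinetically 180 s, then an EC20 dopamine challenge followed with a further 180 s calcium read.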
Vif-A3F inh = blocks the Vif interaction with APOBEC3F. HeLa A3F-eYFP + Vif (tagged APOBEC3F with the HIV-1 protein that degrades it), YFP fluorescence increase. Potency, µM (highest dose often 46.1 µM), inactives show at the highest dose activity, negative = active. 390,000 compounds, 0.2% hits; further: potency means the concentration at half of the fitted maximal effect; % of control where 0% means no effect; nearly all actives have a fitted effect of over 65% in size
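Fluorescence increase (Ex 488/Em 500-530) after overnight compound treatment at 37 deg C flags inhibition of Vif-driven A3F-eYFP loss in stable HeLa A3F-eYFP/Vif cells seeded overnight beforehand.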
Active calls of the source: *; ? = inconclusive; . = not tested or not shown; & = joins results of further samples. Unless noted, the call rests on the fitted dose curve; in most records, active means well fitted curve in the direction sought with a large enough effect; inconclusive means small, poorly fitted or top-dose-only effect, or another doubt; inactive means no such curve, though single readings can be large; an effect the other way counts as inactive or inconclusive.

The first two compounds (preview)
SMILES	RXFP1 ag	Vif-APOBEC3G blk	D1 antagonist	LDHA inh	GRP78 ERSR act	D1 potentiator	D1 agonist	D2 PAM	Vif-A3F inh
CSc1ccc(/C=C(/NC(=O)c2ccco2)C(=O)NCc2ccco2)cc1	-0.4%	-12%	5	-10	-4%	6	1	-2	-6%
Cc1cc(=O)cc(C)n1-c1ccc(O)cc1	-1.3%	1%	-5	-17	-5%	-2	1	2	9%

The whole of this part, from the first entry:
SMILES	RXFP1 ag	Vif-APOBEC3G blk	D1 antagonist	LDHA inh	GRP78 ERSR act	D1 potentiator	D1 agonist	D2 PAM	Vif-A3F inh
CSc1ccc(/C=C(/NC(=O)c2ccco2)C(=O)NCc2ccco2)cc1	-0.4%	-12%	5	-10	-4%	6	1	-2	-6%
Cc1cc(=O)cc(C)n1-c1ccc(O)cc1	-1.3%	1%	-5	-17	-5%	-2	1	2	9%
CNC(=S)NC(CC(=O)OC)c1ccc2c(c1)OCO2 (stereo not drawn)	0.1%	-9%	-11	-5	0%	-3	2	5	-9%
COCCNC(=O)c1onc(CSc2ccccc2F)c1C(=O)O	2.4%	2%	-5	-7	-4%	-4	2	14	-5%
Cc1ccc(C)c(-n2c(Cc3cccs3)n[nH]c2=S)c1	-0.5%	0%	-2	-7	6%	-11	2	-2	2%
CCN(C(=O)CCNC(=O)Cn1cnc2ccccc2c1=O)c1cccc(Cl)c1	1.8%&1.8%	-3%&3%	17&-11	-7&4	-4%&0%	1&-4	-3&1	-7&-2	4%&3%
Clc1ccccc1Cc1noc(CN2CCCCC2CCc2ccccn2)n1 (stereo not drawn)	0.4%	0%	11	4	1%	-6	4	15	-4%
O=C(CSc1nc(-c2ccccc2)c(-c2ccccc2)[nH]1)NCCN1C(=O)CSC1=O	4.1%	?	-15	1	-5%	-1	-1	12	-25%
CCOc1ccc2nc(NC(=O)C3CCN(C(=O)c4ccco4)CC3)sc2c1	2.3%	4%	-5	0	8%	-9	6	.	-3%
O=C(CCCCC(=O)NN=Cc1ccc2c(c1)CCC2)NN=Cc1ccc2c(c1)CCC2	.	-6%	.	-19	1%	.	.	.	-1%
O=C(c1cc(COc2ccc(F)cc2Cl)on1)N1CCN(C2CCCCC2)C(=O)C1	0.3%	-2%	-20	-7	1%	-2	24	-10	5%
Cc1cccc(NC(=O)CCC2CCN(Cc3nccs3)CC2)c1	-1.3%	1%	5	-7	-3%	-1	9	17	-4%
COc1ccc(S(=O)(=O)N2CCCC(C(=O)O)C2)cc1Cl (stereo not drawn)	3.6%	1%	5	1	4%	-9	1	7	4%
Nc1c(C(=O)Nc2cccc(C(F)(F)F)c2)c2ccccn2c1C(=O)c1ccccc1	3.1%	.	-21	-3	.	0	0	-3	.
Cc1cc(C)cc(OC(=O)c2snnc2C)c1	-0.8%	2%	-5	-4	5%	0	2	9	1%
CCOC(=O)C1(Cc2ccccc2)CCCN(Cc2ccc(OCC)c(CO)c2)C1 (stereo not drawn)	0.2%	9%	-22	2	-5%	1	5	7	-5%
O=C(O)C1CCCN(C(=O)NCc2ccccc2)C1 (stereo not drawn)	1.8%	2%	-7	0	-3%	-1	2	3	-7%
CC(Sc1nncn1C)C(=O)Nc1ccc(S(N)(=O)=O)cc1 (stereo not drawn)	0.8%	1%	9	-4	-2%	0	3	4	-9%
O=C(NC1CCOCC1)C1CCC(=O)N(Cc2ccc(Cl)cc2)C1 (stereo not drawn)	2.1%	2%	-11	-6	-2%	3	4	7	-8%
COc1ccc(NS(=O)(=O)CC(C)C)c(OC)c1	1.0%	-3%	-12	3	-5%	-4	5	-6	0%
O=c1/c(=C/c2cn(-c3ccccc3)nc2-c2ccc(F)cc2)sc2nc3ccccc3n12	-2.8%	.	3	.	.	-3	4	4	.
CCOc1ccc(N(CC(=O)N2CCN(c3ccccc3F)CC2)S(=O)(=O)c2c(C)noc2C)cc1	4.3%	3%	8	0	-3%	2	4	2	-8%
Cc1ccc(S(=O)(=O)NC(C)C(=O)N2CCOCCOCCOCCOCC2)cc1 (stereo not drawn)	7.2%	1%	7	-6	-1%	-2	-2	-6	15%
O=C(CCn1cnc2ccccc21)N/N=C/c1ccc(O)cc1	-4.8%	-1%	3	2	-2%	3	4	-9	6%
CN(C)S(=O)(=O)c1cc(NC(=O)CNCCN2CCOCC2)ccc1Cl	-0.5%	4%	-20	-17	4%	1	2	-2	-14%
CC1(C)Cc2c(sc3nc(C4CC4)n(N)c(=O)c23)CO1	-1.0%	2%	-5	-2	1%	0	1	4	-22%
Cc1nn(C)cc1C(C)NCc1c(C(=O)N2CCCCCCC2)nc2ccc(Cl)cn12 (stereo not drawn)	0.0%	1%	0	-6	-2%	8	1	-1	-5%
CCc1noc(C)c1C(=O)OCC(=O)Nc1nc(-c2ccc(F)c(F)c2)cs1	-0.4%	-14%	-27	-3	-5%	5	9	2	-1%
CCCn1nc(C(=O)Nc2cccc(C(=O)OC)c2)c2ccccc2c1=O	5.3%	-2%	3	-6&2	-4%	-7	5	2	-1%
O=C(Nc1cccc(-c2ccc(N3CCCCC3)nn2)c1)c1ccco1	1.7%	-7%	9	-3	-6%	-3	-1	-9	?
COc1ccc(CNC(=O)C2CCCN(S(=O)(=O)c3c(C)n[nH]c3C)C2)cc1 (stereo not drawn)	-0.1%	1%	-2	-3	-4%	-3	-1	2	-2%
CCOc1ccc(N(C)C(=O)c2oc(=O)c3ccccc3c2-c2ccccc2)cc1	-1.6%	-3%	3	5	-5%	1	0	.	0%
CCn1ncc(/C=N\NC(=O)COc2ccccc2)c1C	0.2%	-14%	10	-5	-1%	-3	4	-5	0%
COc1ccc(OC)c(NC(=O)CN2C(=O)COc3ccc(S(=O)(=O)N4CCCC4)cc32)c1	-0.3%	0%	20	-3	-4%	-4	0	-5	-11%
C[C@@H]1CC[C@@]2(O[C@H](CCO)C[C@@H](O)[C@@H]2O)O1	2.3%	0%	4	0	-3%	-3	-3	2	4%
Cc1c(NC(=O)OCCSc2nc(N(C)C)nc(N(C)C)n2)sc(=S)n1C	0.9%	-1%	-3	-5	-2%	-4	2	-1	2%
CCc1ccccc1NC(=S)N1CCN(c2ccccn2)CC1	0.7%	-3%	13	-10	-3%	3	1	-16	2%
Cc1cccc(N=Nc2cn[nH]c2-c2ccco2)c1	0.2%	0%	-4	-7	4%	1	2	13	0%
S=C(NC1CCCCC1)N(CCc1nc2ccccc2[nH]1)C1CCCC1	2.3%	2%	-1	2	-9%	-2	1	5	1%
Cc1cccc(NC(=S)NCC2CCCO2)c1 (stereo not drawn)	0.7%	0%	-2	-3	-4%	-5	-1	-5	-1%
CCOC(=O)CC1=NN(c2ccccc2)C(=O)/C1=C\c1ccc(N(C)C)cc1	1.3%	5%	-7	-3	1%	-1	-2	11	-7%
CC(NS(=O)(=O)c1ccc(Cl)cc1)C(=O)OCC(=O)c1ccc[nH]1 (stereo not drawn)	0.6%	-8%	22	-2	-2%	-4	2	0	-5%
CC(C)CC(c1nnnn1C1CCCCC1)N1CCN(C(=O)c2ccco2)CC1 (stereo not drawn)	2.4%	-2%	-9	-3	-3%	-3	1	1	-21%
CC(=O)NC(=S)Nc1cccc2ccc(C)nc12	2.8%	2%	7	1	-6%	-5	0	-3	7%
CCOC(=O)c1c(NC(=S)NC(=O)/C=C/c2cccs2)sc(C)c1C	-0.1%	-3%	-4	-2	-6%	12	3	14	3%
CC(C)NCC1CCc2cc(CO)c([N+](=O)[O-])cc2N1 (stereo not drawn)	4.6%	1%	-14	-12	-4%	-6	0	-22	7%
CCNc1nc(NC(C)C)nc(SCCOC(=O)c2ccccc2)n1	-0.5%	-5%	-30	-1	-3%	-10	4	-9	4%
COc1ccc(-c2noc(CNS(=O)(=O)c3ccc(Br)cc3)n2)cc1OC	3.2%	2%	-4	-1	-3%	1	1	11	9%
COc1cc(OC)c(C(=O)OCC(=O)NC2CCCCCCC2)cc1OC	.	1%	.	-1	-6%	.	.	.	7%
CCOC(=O)Cc1[nH]nc2c1C(C1C=CCCC1)C(C#N)=C(N)O2 (stereo not drawn)	3.3%	-17%	5	-2	-14%	-4	2	2	-10%
CC(C)(C)NC(=O)C(c1ccc(O)cc1)N(Cc1ccco1)C(=O)CCC(=O)Nc1ccccn1 (stereo not drawn)	-0.4%	-2%	-5	-3	-1%	-1	1	8	5%
Cc1cc2nc(C3CCCN(C(=O)NCc4ccccc4)C3)[nH]c2cc1C (stereo not drawn)	0.6%	1%	-6	-1	7%	-9	0	-19	5%
CC(=C/c1ccccc1)/C=N/n1c(-c2ccncc2)n[nH]c1=S	0.4%	4%	.	1	0%	-4	-1	-1	10%
N[C@@H](C(=O)N[C@@H]1C(=O)N2C(C(=O)O)=C(Cl)CS[C@H]12)c1ccccc1	2.8%	0%	4	-7	-3%&1%	2	0	-1	-3%
Cc1cc(N2C(=O)C3C4C=CC(C4)C3C2=O)ccc1Br (stereo not drawn)	0.4%	-2%	-3	-1	-3%	-5	1	-1	4%
Cc1cccc(NC(=O)Cn2ncc3c4ccccc4n(Cc4ccccc4)c3c2=O)c1C	2.7%	2%	12	-10	-3%	-3	4	-2	2%
Cc1cc(Cl)ccc1NS(=O)(=O)c1cc2[nH]c(=O)c(=O)[nH]c2cc1C	-2.2%	0%	-10	-4	-4%	2	-1	3	4%

Single values from the entries so far.
Cc1cc(N2C(=O)C3C4C=CC(C4)C3C2=O)ccc1Br (stereo not drawn) – D1 antagonist: -3
CC(=C/c1ccccc1)/C=N/n1c(-c2ccncc2)n[nH]c1=S – D1 potentiator: -4
COc1cc(OC)c(C(=O)OCC(=O)NC2CCCCCCC2)cc1OC – LDHA inh: -1
CC(NS(=O)(=O)c1ccc(Cl)cc1)C(=O)OCC(=O)c1ccc[nH]1 (stereo not drawn) – D2 PAM: 0

Only part of the results is shown, so the mix of outcomes need not match the whole.
